# Screening results as filed in PubChem BioAssay.
# NCI-60 one-dose screen, 48 h, at 10 µM unless noted. Numbers give growth in % (100 = growth as untreated, 0 = no growth, -100 = all killed).
# SF-268 = SF-268 CNS cancer cells. actives 3.1% (n = 82,000)
# DU-145 = DU-145 prostate cancer; AID 1794760; actives 4.2% (n = 81,000)
# PC-3 = PC-3 prostate cancer cells | AID 1794754 | actives 3.9% (n = 80,000)
# U251 = U251 CNS tumor cells. actives 5.4% (n = 80,000). AID 1794753
# SNB-19 = SNB-19 CNS cancer cells | actives 2.5% (n = 81,000) | AID 1794751
# SF-295 = SF-295 CNS cancer cells; actives 5.6% (n = 79,000)
# OVCAR-8 = OVCAR-8 ovarian cancer. actives 4.4% (n = 81,000). AID 1794782
# SF-539 = SF-539 CNS cancer | actives 6.8% (n = 81,000)
# Numbers without * were called inactive; nt = not tested or not shown; & = joins results of further samples. Rule for the calls: active = growth percent below 10; inactive = the rest.
no. | Molecule | SF-268 | DU-145 | PC-3 | U251 | SNB-19 | SF-295 | OVCAR-8 | SF-539
1 | CCOC(=O)N1CCc2c(sc3nc(N)n(N)c(=O)c23)C1 | 101 | 105 | 87 | 97 | 101 | 104 | 101 | 97
2 | Cc1ccccc1N=Nc1c(C)cccc1C | 111 | 116 | 71 | 94 | 99 | 101 | 105 | 105
3 | COC(=O)C(N=Nc1ccccc1)C(C)=O (stereo unspecified) | 124 | 119 | 105 | 92 | 109 | 101 | 97 | 109
4 | COC1C(=O)CCC2(CO2)C1(O)C1(C)OC1CC=C(C)C (stereo unspecified) | 69 | 48 | 59 | 42 | 49 | 59 | nt | 82
5 | CCCN(CCC)CC(C)(C)C(O)c1ccc(OC)c2ccccc12 (stereo unspecified) | 89 | 101 | 66 | 94 | 98 | 57 | 94 | 99
6 | COc1cc(C2CC(c3cc(OC)c(OC)c(OC)c3)=Nc3c(C)nn(-c4ccccc4)c3N2)ccc1Oc1ccnc2cc(Cl)ccc12 (stereo unspecified) | 77 | 92 | 53 | 86 | 75 | 89 | 64 | 77
7 | O=C(O)c1ccc(C(=O)c2ccc(C(=O)c3ccc(C(=O)O)cc3)cc2)cc1 | 100 | 104 | 95 | 91 | 100 | 93 | 102 | 96
8 | Fc1ccc(/C=N/Nc2ncc(-c3cc4cc5c(cc4o3)OCO5)s2)cc1 | 97 | 103 | 101 | 90 | 95 | 93 | 84 | 79
9 | Cc1[nH]c(/C=C/C(=O)c2ccc(C(F)(F)F)c(F)c2)c(C)c1C(=O)NCC(F)(F)F | 98&93 | 94&91 | 67&80 | 76&84 | 84&90 | 81&81 | 94&95 | 81&86
10 | Cc1cc(C)c2c(N)c(C(=O)c3ccc(-c4ccccc4)cc3)sc2n1 | 78 | nt | 79 | 105 | 100 | 105 | 104 | 93
11 | N=C(N)c1ccc(-c2ccc(-c3cccs3)o2)o1 | 90 | 96 | 91 | 92 | 96 | 101 | 101 | 91
12 | CC(C)=CCC/C(C)=C/CC/C(C)=C/CC/C=C(\C)CC/C=C(\C)CCC(=O)Nc1ccn(C2OC(CO)C(O)C2(F)F)c(=O)n1 (stereo unspecified) | 20 | nt | 37 | 21 | 23 | -41* | 19 | -22*
13 | COC(=O)[C@]12CCC(C)(C)C[C@H]1[C@H]1C(=O)C[C@@H]3[C@@]4(C)c5c([nH]c6ccccc6c5=O)C(C)(C)[C@@H]4CC[C@@]3(C)[C@]1(C)CC2 | 82 | 86 | 37 | nt | 75 | 36 | 59 | 92
14 | C=C(C)[C@@H]1CC[C@]2(C(=O)NCc3ccc(OCc4cn(-c5ccc([N+](=O)[O-])cc5)nn4)c(CC)c3)CC[C@]3(C)C(CCC4[C@@]5(C)CCC(OC(C)=O)C(C)(C)C5CC[C@]43C)C12 (stereo partly specified) | 107 | 119 | 109 | 100 | 89 | 99 | 96 | 97
15 | COc1ccc(/C=N\NC(=O)c2cc(-c3ccc(Br)cc3)n(-c3ccc(S(N)(=O)=O)cc3)n2)cc1 | 53 | 59 | 51 | 51 | 57 | 11 | 72 | 18
16 | CC(NC(=O)C(C)Oc1ccc(Cl)cc1Cl)C(=O)O (stereo unspecified) | 102 | 108 | 102 | 105 | 96 | 98 | 107 | 102
17 | CC(=O)Nc1c(I)cc(I)c(C(=O)O)c1I | 109 | 110 | 96 | 100 | 111 | 106 | 98 | 97
18 | Nc1cc(Nc2ccc(Cl)c(Cl)c2)nc(N)n1 | nt | nt | 90 | 106 | 103 | 102 | 103 | 95
19 | CCNC(=O)C#Cc1ccc2c(C(=Nc3ccc(CN(C)C)cc3)c3ccccc3)c(O)[nH]c2c1 | 48 | 44 | 44 | 22 | 30 | 60 | 48 | -6.1*
20 | O=S(=O)(c1ncsc1-c1ccccc1)N1CCN(c2cccc(Cl)c2)CC1 | 101 | 98 | 94 | 96 | 89 | 91 | 101 | 97
21 | O=C(/C=C/c1cccc2ccccc12)CC(=O)/C=C/c1cccc2ccccc12 | 100 | 107 | 113 | 108 | 100 | 101 | 102 | 101
22 | CN(C)CCCC1(c2ccc(F)cc2)OCc2cc(-c3cncc4ccccc34)ccc21 (stereo unspecified) | 50 | 49 | 45 | 3.1* | 54 | 18 | 63 | 55
23 | Clc1ccc(Nc2cccc(-c3[nH]nc4ncccc34)c2)c(Br)c1 | 87 | 93 | 90 | 91 | 102 | 90 | 95 | 96
24 | N#Cc1c(N)c2nnn(-c3ccc(S(N)(=O)=O)cc3)c2[nH]c1=O | 103 | 112 | 87 | 97 | 99 | 99 | 96 | 95
25 | c1c[nH]cn1 | 109 | 101 | 104 | 95 | 122 | 100 | 100 | 91
26 | O=c1c[n+](Cc2ccc3c(c2)OCO3)[nH]o1 | 104 | 105 | 93 | 101 | 99 | 96 | 101 | 92
27 | C=CCn1cc(-c2nc3ccccc3s2)c2cc(-c3ccc4c5c(cccc35)C(=O)N(N)C4=O)ccc21 | 89 | 110 | 88 | 104 | 97 | 99 | 102 | 101
28 | O=c1c2cc(Br)cc(Br)c2nc(-c2ccc(Cl)cc2)n1/N=C\c1ccccc1F | 73 | 96 | -87* | 55 | 69 | 30 | 47 | 82
29 | CCc1ccc(-n2cc(COc3ccc(CNC(=O)CCCC/C=C/C(C)C)cc3OC)nn2)cc1 | 93 | 102 | 94 | 89 | 86 | 100 | 91 | 104
30 | COc1ccc(-c2nn(-c3ccc(NC(=O)c4cc(C(F)(F)F)cc(C(F)(F)F)c4)cc3)cc2-c2ccncc2)cc1Cl | 69 | 77 | 45 | 53 | 86 | 33 | 68 | 68
31 | CC(C)n1cc(C2=C(c3cccc4ccccc34)C(=O)N(O)C2=O)c2cc(Br)ccc21 | 97 | 109 | 84 | 108 | 110 | 97 | 104 | 118
32 | COc1cc(-c2nn(-c3ccc(NC(=O)Nc4cccc(Cl)c4Cl)cc3)cc2-c2ccncc2)ccc1Cl | 96 | 96 | 91 | 93 | 101 | 96 | 98 | 105
33 | Cc1ccc2c(c1)c(-c1nc(-c3cn(C)c4ncccc34)cs1)cn2C | 118 | 120 | 98 | 112 | 109 | 114 | 114 | 109
34 | Brc1ccc(/C=N/Nc2ncnc3sc4c(c23)CCNC4)cc1 | 99 | 113 | 84 | 93 | 91 | 104 | 91 | 86
35 | CC(=O)NC1CC(=O)N(c2ccccc2)C1=O (stereo unspecified) | 108 | 118 | 105 | 103 | 109 | 92 | 104 | 97
36 | COc1ccc2c(c1)C=CC1(O2)Oc2ccc(OC)cc2C=C1C (stereo unspecified) | 54 | 34 | 30 | 12 | 27 | 7.9* | 18 | -11*
37 | CC1(C)CNC(=O)N1 | 103 | 110 | 93 | 97 | 103 | 99 | 100 | 99
38 | Cc1ccc(S(=O)(=O)NC(=O)n2ccc3cccnc32)cc1 | 103 | 114 | 96 | 99 | 105 | 92 | 104 | 99
39 | O=c1c2c3c(sc2n2cnnc2n1Cc1ccccc1)CCCC3 | 107 | 106 | 100 | 102 | 99 | 57 | 97 | 93
40 | CC1(C)NCc2c3c(ccc4nc(-c5cn[nH]c5C(F)(F)F)c5c(c43)CCCC5)nn21 | 92 | 101 | 93 | 100 | 100 | 107 | 96 | 100
41 | CCCCCCC1=C(Br)C(=O)c2nc(C)ccc2C1=O | 93 | 102 | 88 | 91 | 97 | 102 | 92 | 95
42 | COC1=CC(C)C2CC3OC(=O)CC4C(C)=C(OC)C(=O)C(C2(C)C1=O)C34C (stereo unspecified) | 119 | 127 | 94 | 110 | 102 | 118 | 110 | 108
43 | COc1ccc(C(C)c2cc3c(cc2OCC(=O)O)OCO3)cc1 (stereo unspecified) | 105 | 110 | 98 | nt | 101 | 92 | 103 | 114
44 | CC(=O)NCCCOc1ccc([N+](=O)[O-])cc1Cl | 122 | 116 | nt | 99 | 99 | 108 | 109 | 99
45 | N=CN | 115 | 118 | 98 | 105 | 97 | 99 | 104 | 105
46 | O=C(Cc1ccc(NS(=O)(=O)c2ccccc2)cc1)N1CCN(c2ccc(Cl)c(Cl)c2)CC1 | 92 | 92 | 62 | 82 | 80 | 84 | 92 | 88
47 | CCOC(=O)c1nnsc1-c1ccc(-c2snnc2C(=O)OCC)cc1 | 105 | 116 | nt | 97 | 102 | 88 | 98 | 100
48 | Cc1c(C(N)=O)sc2nc(C)n(/N=c3\scc(-c4ccccc4)n3Cc3ccccc3)c(=O)c12 | 21 | 42 | 2.0* | 7.8* | 29 | nt | 15 | 22

# Part of the list above, in transposed form.
(1) CCOC(=O)N1CCc2c(sc3nc(N)n(N)c(=O)c23)C1
(2) Cc1ccccc1N=Nc1c(C)cccc1C

assay / entry,1,2
SF-268,101,111
DU-145,105,116
PC-3,87,71
U251,97,94
SNB-19,101,99
SF-295,104,101
OVCAR-8,101,105
SF-539,97,105

# Next part.
no. | Molecule | SF-268 | DU-145 | PC-3 | U251 | SNB-19 | SF-295 | OVCAR-8 | SF-539
49 | COc1ccc(/C=N/NC(=O)c2c(Nc3ccccc3)nn(C)c2N)cc1OCc1ccccc1 | 92 | 96 | 83 | 96 | 88 | 84 | 93 | 96
50 | Cc1nc2c(c(=O)[nH]1)C(c1ccccc1)c1ccc3ccccc3c1O2 (stereo unspecified) | 38 | 56 | 20 | 26 | 31 | 23 | 34 | 15
51 | CN(C)Cc1ccc(NC(=O)c2cncc(C#Cc3cnc(N)c4ncccc34)c2)cc1C(F)(F)F | 56 | 64 | 92 | -58* | -8.4* | 76 | -33* | 58
52 | CC(=O)c1ccc2ccc3ccccc3c2c1 | 101 | 101 | 96 | 91 | 100 | 101 | 101 | 103
53 | O=C1N2C(=NC1(c1cccnc1)c1ccccn1)Nc1nc3ccccc3n1C2c1ccccn1 (stereo unspecified) | 103 | 101 | 98 | 73 | 94 | 81 | 89 | 96
54 | Cc1nn(-c2ccccc2)c(Oc2ccccc2)c1/C=N\N=c1/sc2ccccc2n1C | 93 | 104 | 48 | 68 | 92 | 102 | 90 | 97
55 | Clc1nc(Cl)nc(-c2cn(-c3ccccc3)c3ccccc23)n1 | 94 | 111 | nt | 105 | 97 | 109 | 99 | 90
56 | CC(=O)O[C@]1(C(C)=O)CC[C@H]2[C@@H]3C[C@@H]4O[C@@]45C[C@@H](O)CC[C@]5(C)[C@H]3CC[C@@]21C | 100 | 109 | 96 | 98 | 107 | 106 | 94 | 107

# In the list so far, these contain sulfur:
no. | Molecule | SF-268 | DU-145 | PC-3 | U251 | SNB-19 | SF-295 | OVCAR-8 | SF-539
1 | CCOC(=O)N1CCc2c(sc3nc(N)n(N)c(=O)c23)C1 | 101 | 105 | 87 | 97 | 101 | 104 | 101 | 97
8 | Fc1ccc(/C=N/Nc2ncc(-c3cc4cc5c(cc4o3)OCO5)s2)cc1 | 97 | 103 | 101 | 90 | 95 | 93 | 84 | 79
10 | Cc1cc(C)c2c(N)c(C(=O)c3ccc(-c4ccccc4)cc3)sc2n1 | 78 | nt | 79 | 105 | 100 | 105 | 104 | 93
11 | N=C(N)c1ccc(-c2ccc(-c3cccs3)o2)o1 | 90 | 96 | 91 | 92 | 96 | 101 | 101 | 91
15 | COc1ccc(/C=N\NC(=O)c2cc(-c3ccc(Br)cc3)n(-c3ccc(S(N)(=O)=O)cc3)n2)cc1 | 53 | 59 | 51 | 51 | 57 | 11 | 72 | 18
20 | O=S(=O)(c1ncsc1-c1ccccc1)N1CCN(c2cccc(Cl)c2)CC1 | 101 | 98 | 94 | 96 | 89 | 91 | 101 | 97
24 | N#Cc1c(N)c2nnn(-c3ccc(S(N)(=O)=O)cc3)c2[nH]c1=O | 103 | 112 | 87 | 97 | 99 | 99 | 96 | 95
27 | C=CCn1cc(-c2nc3ccccc3s2)c2cc(-c3ccc4c5c(cccc35)C(=O)N(N)C4=O)ccc21 | 89 | 110 | 88 | 104 | 97 | 99 | 102 | 101
33 | Cc1ccc2c(c1)c(-c1nc(-c3cn(C)c4ncccc34)cs1)cn2C | 118 | 120 | 98 | 112 | 109 | 114 | 114 | 109
34 | Brc1ccc(/C=N/Nc2ncnc3sc4c(c23)CCNC4)cc1 | 99 | 113 | 84 | 93 | 91 | 104 | 91 | 86
38 | Cc1ccc(S(=O)(=O)NC(=O)n2ccc3cccnc32)cc1 | 103 | 114 | 96 | 99 | 105 | 92 | 104 | 99
39 | O=c1c2c3c(sc2n2cnnc2n1Cc1ccccc1)CCCC3 | 107 | 106 | 100 | 102 | 99 | 57 | 97 | 93
46 | O=C(Cc1ccc(NS(=O)(=O)c2ccccc2)cc1)N1CCN(c2ccc(Cl)c(Cl)c2)CC1 | 92 | 92 | 62 | 82 | 80 | 84 | 92 | 88
47 | CCOC(=O)c1nnsc1-c1ccc(-c2snnc2C(=O)OCC)cc1 | 105 | 116 | nt | 97 | 102 | 88 | 98 | 100
48 | Cc1c(C(N)=O)sc2nc(C)n(/N=c3\scc(-c4ccccc4)n3Cc3ccccc3)c(=O)c12 | 21 | 42 | 2.0* | 7.8* | 29 | nt | 15 | 22
54 | Cc1nn(-c2ccccc2)c(Oc2ccccc2)c1/C=N\N=c1/sc2ccccc2n1C | 93 | 104 | 48 | 68 | 92 | 102 | 90 | 97
